Assay outcomes as filed in PubChem BioAssay.
GSIS activator = GLuc luminescence reporter in INS-1E cells, primary screen for activators of glucose-dependent secretion of insulin; 370,000 tested, 0.61% active; AID 743287, 2014; INS-1E GLuc reporter insulin secretion, 2-3 h; activation, % at 16.6 µM;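 active = lowest replicate activation of at least 40%, so every replicate reaches that level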;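 also: 0% = median of neutral control wells and 100% = median of IBMX positive control wells; some compounds called inactive have numbers as strong as hits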
CFTR F508del cor = F508del CFTR correction, initial screen, CFBE line, single point; CFBE cells, YFP halide quenching; stimulated with forskolin plus potentiator P3; % fluorescence drop versus neutral controls; activity (quench increase), % at 7.58 µM; 350,000 tested, 0.36% active;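 active = mean added fluorescence quench of at least 8% versus neutral control, with both replicates also reaching 8%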;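 also: cells transiently co-express mutant CFTR-F508del with the halide-sensitive YFP; corrector assay measuring rescue of mutant channel to the surface after 24 h compound exposure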
CASP6 VEID inh = human caspase-6 inhibitors, primary screen, biochemical, VEID-R110 fluorescence, single point, set 2 | purified caspase-6, Z-VEID-R110 cleavage fluorescence | AID 686996, 2013 | P55212 | 350,000 tested, 0.53% active | inhibition, % at 12.5 µM;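 active = mean inhibition across replicates at least about 35%, with every replicate also reaching that limit, limit read from the data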;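 also: 0% = median of neutral control wells and 100% = no fluorescence left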
Target sequence (P55212 24-179 limits assumed): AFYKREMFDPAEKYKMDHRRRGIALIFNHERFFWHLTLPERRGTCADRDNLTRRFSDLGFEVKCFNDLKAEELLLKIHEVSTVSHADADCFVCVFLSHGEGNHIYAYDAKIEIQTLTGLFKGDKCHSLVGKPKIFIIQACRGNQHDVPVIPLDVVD
Target sequence (P55212 194-293 limits assumed): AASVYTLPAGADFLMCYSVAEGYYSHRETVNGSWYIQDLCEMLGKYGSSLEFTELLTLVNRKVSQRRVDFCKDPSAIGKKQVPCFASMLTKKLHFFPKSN
RAD52 anneal inh = RAD52 DNA annealing inhibitors, primary screen, biochemical, FRET, single point, set 2 | inhibition, % at 18.7 µM | 360,000 tested, 0.46% active | AID 651710, 2012 | DNA repair protein RAD52 homolog (Homo sapiens), P43351 | recombinant RAD52 DNA annealing, FRET fluorescence;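 active = every replicate showing at least 50% inhibition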
Target sequence (P43351 whole entry, looked up): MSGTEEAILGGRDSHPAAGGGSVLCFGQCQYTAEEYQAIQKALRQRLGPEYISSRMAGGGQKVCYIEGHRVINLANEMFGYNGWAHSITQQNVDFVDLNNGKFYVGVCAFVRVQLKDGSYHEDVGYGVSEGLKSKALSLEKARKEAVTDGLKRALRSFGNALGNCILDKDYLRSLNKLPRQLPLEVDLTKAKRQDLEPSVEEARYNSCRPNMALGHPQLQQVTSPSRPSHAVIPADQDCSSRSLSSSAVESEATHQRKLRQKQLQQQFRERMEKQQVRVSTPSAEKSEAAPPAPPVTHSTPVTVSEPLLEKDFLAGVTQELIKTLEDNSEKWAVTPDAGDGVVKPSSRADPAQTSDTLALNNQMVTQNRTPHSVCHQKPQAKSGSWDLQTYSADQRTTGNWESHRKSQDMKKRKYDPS
Xi reactivation = activators of inactive X chromosome reactivation, primary screen, imaging, XiGFP fibroblasts, GFP high-content imaging, set 2; AID 743238, 2013; XiGFP mouse fibroblasts, % GFP-positive cells imaging, 3 d; cells co-treated with 5-aza-dC sensitizer; scaled so ellipticine positive control = 100%; 360,000 tested, 0.055% active; activation, % at 7.58 µM;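 active = mean normalized replicate activation at least 10% and every replicate at or above 10%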;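 also: 0% = median of on-plate neutral control wells and 100% = ellipticine 6 µM median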
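material = 68-5-11 XiGFP fibroblast line | medium = DMEM plus 5-aza-dC sensitizer | schedule = 3 days compound exposure | benchmarks = positive control ellipticine, 6 µM final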
E-sel inducer = E-selectin induction in HUVECs, primary screen, imaging, HUVEC, immunofluorescence imaging, single point. normalized: neutral wells 0, TNF-alpha wells 100. activation, % at 7.58 µM. 260,000 tested, 0.37% active;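 active = mean E-selectin-positive cell signal at least 10% of the positive control, reached in at least 60% of replicates, without over 20% cell loss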;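 also: in these data hits start at about 27%; measured in HUVEC primary endothelial cells; signal is the percent of cells scored E-selectin positive by PE staining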
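assay system = HUVEC, human umbilical vein endothelial cells | input = 3,000 HUVEC seeded per well | medium = EGM-2 growth medium on 0.1% gelatin-coated wells | dosing = one compound dose added by pin transfer | signal = immunofluorescence imaging | read-out basis = % PE-positive cells | control set = TNF-alpha, DMSO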
DENV2 CPE = inhibitors of DENV2 cytopathic effect, primary screen, cell-based, plate reader, single concentration. 350,000 tested, 1.7% active. DENV2-infected cells, cytopathic effect rescue. AID 651640, 2012. CPE inhibition, % at 9.99 µM; in the data active = CPE inhibition above about 20%, passing the limit was not always enough; tested in BHK-21 cells;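 also: 0% = median of neutral control wells and 100% = median of positive control wells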
RAD54 branch = inhibitors of human RAD54 branch migration, primary screen, biochemical, fluorescence, single point; RAD54 Holliday junction branch migration, FAM/BHQ fluorescence; 360,000 tested, 0.14% active; DNA repair and recombination protein RAD54-like (Homo sapiens), Q92698; inhibition, % at 10.4 µM;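 active = mean normalized replicate activity at least 40 and at least half of replicates scoring 40 or more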;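 also: 0% = median of neutral control wells and 100% = median of positive control wells; inhibitors cause a drop in the FAM fluorescence signal; in these data hits start at about 50%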
Starred values were filed as active, the others as inactive; / = no result given.

SMILES	GSIS activator	CFTR F508del cor	CASP6 VEID inh	RAD52 anneal inh	Xi reactivation	E-sel inducer	DENV2 CPE	RAD54 branch
CCOc1ccc(NC(=O)COC(=O)COc2cccc3c2OC(C)(C)C3)cc1	-6	-1.1	0	-22	0.2	0.8	4	-3
COC(=O)c1c(NC(C)=O)sc2c1CCN(Cc1ccccc1)C2	/	-1.8	1	-3	0.1	0.1	-1	-3
Cc1cccc(C(=O)NCC(c2ccco2)N(C)C)c1 (centres undefined)	-1	-1.1	-1	-16	0.1	3.5	-4	4
COc1ccc(N=C2NC(=O)/C(=C\C=C\c3ccccc3)S2)cc1	/	1.5	0	-9	0.1	-0.1	-1	1
COc1ccc(S(=O)(=O)N2CCN(c3ccc4nnc(-c5ccc(F)cc5)n4n3)CC2)cc1	3	5.6	1	-7	0.0	-0.5	8	3
COCC(=O)N1[C@@H]2CN(C(=O)C3CC3)c3ccccc3[C@@H]2[C@@H]1CO	19	-3.0	-8	-4	0.0	-0.3	14	14
O=C(Nc1ccc([N+](=O)[O-])cc1)C1C(c2ccccc2)=C1c1ccccc1	19	-0.2	1	-13	/	/	0	/
CC(C)c1ccc(NC(=O)c2ccccc2NC(=O)C2CC=CCC2C(=O)O)cc1 (centres undefined)	-11	0.7	3	-4	0.3	-0.2	-4	5
COc1ccc(N2CCN(Cc3nc(-c4ccccc4)no3)CC2)cc1	-5	0.0	2	-22	0.3	1.1	-1	/
Cc1ccccc1-c1ccc2c(c1)O[C@H](CN(C)C(=O)Nc1ccccc1)[C@H](C)CN([C@H](C)CO)S2(=O)=O	-47	-1.0	-1	-3	-0.6	0.1	4	-6
O=C(COC(=O)COc1ccc(Cl)cc1Cl)Nc1cccnc1Cl	0	-2.4	2	-17	0.1	/	-14	/
CN(C)c1nnc(-c2ccc(Cl)cc2)o1	13	-2.7	2	-10	-0.2	2.8	-1	/
c1ccc(Oc2ncnc3ccccc23)cc1	6	0.1	1	-6	0.0	0.1	4	-9
Cc1sc(NC(=O)CSc2nc(N)n(CC(=O)c3ccccc3)n2)c(C#N)c1C	4	3.8	2	6	/	/	-4	-10
CCOC(=O)c1c(S(=O)(=O)NCC(=O)NCc2ccccc2Cl)c(C)n(C)c1C	10	-2.9	3	-5	0.1	/	-6	6
O=C(O)CCC(=O)N1N=C(c2cccs2)CC1c1ccc(Br)cc1 (centres undefined)	1	-1.2	-2	-20	0.1	-0.1	2	1
O=C(Nc1ccc(Cl)cc1)N1C[C@H]2[C@@H](c3ccccc31)[C@@H](CO)N2C(=O)c1ccccn1	-14	-0.2	-1	-8	0.1	1.3	6	15
COc1ccc(CNC(=O)CN2CCC(NC(=O)c3ccccc3C)CC2)cc1	7	0.1	-3	-10	0.2	/	6	-15
O=C(NCCc1ccncc1)c1ccc2nc(Cc3cccc(Cl)c3)oc2c1	-14	0.7	1	-18	0.0	0.3	1	4
Cc1ccc(Nc2c(-c3ccc(N4CCOCC4)cc3)nc3ncccn23)cc1	/	-4.3	-2	-5	0.2	-1.4	2	-2
CC(=O)N1CCN(S(=O)(=O)c2ccc3c(c2)CCC(=O)N3)CC1	/	3.1	6	9	-0.2	-0.5	17	-1
CC1CCCN(CCCNC(=O)c2ccc(CS(=O)(=O)c3c(Cl)cccc3Cl)o2)C1 (centres undefined)	12	0.0	-64	-9	0.0	/	5	-9
CCCSc1cc(=O)n(-c2ccccc2)nc1C(=O)O	-2	-3.8	0	-12	0.1	/	-5	-3
CC(C)(C)OC(=O)N[C@H](C(=O)OC(C)(C)C)c1ccc(Br)cc1	-26	3.7	7	-5	0.0	0.1	14	-7
C=CCCC(=O)Nc1nc(C)c(-c2csc(Nc3ccc(Cl)cc3)n2)s1	0	4.5	0	-14	0.0	0.8	-8	-3
Carrying on.
SMILES	GSIS activator	CFTR F508del cor	CASP6 VEID inh	RAD52 anneal inh	Xi reactivation	E-sel inducer	DENV2 CPE	RAD54 branch
Cn1cnc(S(=O)(=O)N2CCCCN3[C@H](C2)[C@H](c2ccc(-c4ccc(F)cc4)cc2)[C@@H]3CO)c1	-15	-0.3	-2	-14	0.2	-0.2	3	-11
O=C(C[C@H]1CC[C@H]2[C@@H](COC[C@H](O)CN2Cc2cccc(C(F)(F)F)c2)O1)NCc1ccncc1	-5	0.9	-3	-10	1.1	-0.1	-3	2
Cc1ccc(/C(=N/Nc2ncnc3ccccc23)C(=O)O)cc1	4	1.0	12	-23	0.2	51*	-3	0
O=C(c1ccccc1)N1CCN(S(=O)(=O)N2CCOCC2)CC1	6	0.4	-1	-6	0.0	/	/	9
COc1cc(NC(=O)c2n[nH]c(=O)c3ccccc23)cc(OC)c1	9	-3.3	0	-17	0.1	2.2	-4	-2
C/C(=N\NC(=O)c1ccccc1)c1ccc(N2CCCCC2)cc1	/	-2.2	0	-9	-0.1	/	/	-3
O=C(NCCc1ccccc1F)c1[nH]c(C(F)(F)F)nc1-c1ccccc1	/	-4.5	2	7	0.1	0.0	1	-9
CC(C)OP(=O)(OC(C)C)C(Nc1cccc(C(=O)O)c1)c1ccccc1 (centres undefined)	-5	-0.9	-5	-5	0.0	0.1	2	-5
Cn1c(CNC(=O)c2ccc3c(c2)OCO3)nnc1SCC(=O)Nc1ccccc1F	17	-2.0	1	-10	-0.1	/	-5	-10
Cc1cccc(C)c1NC(=O)CCCSc1nnc(N)s1	19	1.4	0	-14	0.0	/	-4	/
COc1ccc(Cn2cnc3c4cc(F)ccc4n(C)c3c2=O)cc1	10	2.7	-4	-9	0.1	1.2	2	2
Cc1noc(C)c1NC(=O)N(C)C[C@@H]1Oc2c(cccc2N(C)C)C(=O)N([C@@H](C)CO)C[C@@H]1C	20	-2.2	0	-16	-0.1	0.0	-4	5
O=C(NC(=S)NCc1ccco1)c1ccccc1	14	-0.8	-1	-14	0.2	0.0	-8	/
O=C(Nc1ccc(N2CCOCC2)cc1)c1cnccn1	23	-0.7	-1	-8	0.3	0.0	4	3
Cc1ccc(C2=NS(=O)(=O)N(C)C(C(=O)N3CCOCC3)=C2)cc1	12	1.1	1	-5	0.1	/	-10	10
COc1cnc(-c2ccccn2)nc1Sc1ccc(C)cc1	1	2.6	-1	-6	0.2	/	-4	/
O=C1C(Cl)=C(N2CCOCC2)C(=O)N1c1ccccc1F	3	3.9	-3	-4	0.0	-0.3	0	-16
COC(=O)c1ccccc1C(=O)N(Cc1cccnc1)CC1CCCN(C2CCCCC2)C1 (centres undefined)	-5	0.0	-11	-21	0.0	/	8	2
O=C(NCc1ccccc1Cl)C1CCCN1S(=O)(=O)c1ccccc1F (centres undefined)	9	-1.4	-5	-6	0.0	/	-4	0
C[C@H](CO)N1C[C@H](C)[C@H](CN(C)Cc2ccc(Oc3ccccc3)cc2)Oc2c(NC(=O)c3ccc(-c4nccs4)cc3)cccc2C1=O	-38	0.3	-1	-38	-1.0	-0.6	15	-4
O=S(=O)(NCC[C@@H]1CC[C@H](NS(=O)(=O)c2cccc(Cl)c2)[C@H](CO)O1)c1cccc(F)c1	-28	0.5	0	6	0.1	0.0	-1	-9
CC(Sc1ncnc2sc(-c3ccccc3)cc12)C(=O)NCC1CCCO1 (centres undefined)	6	1.2	4	-8	0.4	-2.4	2	13
CCOC(=O)COc1ccccc1/C=C1/NC(=O)NC1=O	26	/	-1	0	0.2	-0.1	-4	1
CN1C(=O)c2cc(NC(=O)C3CCCC3)ccc2OC[C@@H]2O[C@@H](CC(=O)NCC(F)(F)F)CC[C@H]21	-3	-4.3	1	-19	-0.1	0.0	-8	6
CCOc1ccccc1N(CC(=O)NC1CCCCC1)S(=O)(=O)c1ccccc1	-20	-4.8	-2	-16	0.2	0.5	-8	-5

Nothing new here: an excerpt of the list.
SMILES	GSIS activator	CFTR F508del cor	CASP6 VEID inh	RAD52 anneal inh	Xi reactivation	E-sel inducer	DENV2 CPE	RAD54 branch
COc1ccc(Cn2cnc3c4cc(F)ccc4n(C)c3c2=O)cc1	10	2.7	-4	-9	0.1	1.2	2	2
Cc1noc(C)c1NC(=O)N(C)C[C@@H]1Oc2c(cccc2N(C)C)C(=O)N([C@@H](C)CO)C[C@@H]1C	20	-2.2	0	-16	-0.1	0.0	-4	5
O=C(NC(=S)NCc1ccco1)c1ccccc1	14	-0.8	-1	-14	0.2	0.0	-8	/
O=C(Nc1ccc(N2CCOCC2)cc1)c1cnccn1	23	-0.7	-1	-8	0.3	0.0	4	3
Cc1ccc(C2=NS(=O)(=O)N(C)C(C(=O)N3CCOCC3)=C2)cc1	12	1.1	1	-5	0.1	/	-10	10

More structures follow.
SMILES	GSIS activator	CFTR F508del cor	CASP6 VEID inh	RAD52 anneal inh	Xi reactivation	E-sel inducer	DENV2 CPE	RAD54 branch
CNC[C@@H]1Oc2ncc(-c3cncnc3)cc2C(=O)N([C@@H](C)CO)C[C@H]1C	2	1.3	-1	-3	0.0	-0.1	0	0
Cc1ccc(-c2nc(CS(=O)(=O)CC(=O)N3CCc4ccccc4C3)c(C)o2)cc1	-35	2.1	2	-39	0.3	-0.3	-5	-4
COCC(=O)Nc1ccc2c(c1)OC[C@@H](C)N(C(=O)c1ccccn1)C[C@@H](C)[C@@H](OC)CN(C)C2=O	5	0.8	/	/	0.2	0.4	/	-15
CCN(CC)Cc1c(C(=O)N/N=C/c2cccs2)nnn1-c1nonc1N	18	-0.3	-4	-6	0.1	/	-3	1
O=C(N/C(=C/c1cccnc1)C(=O)N1CCOCC1)c1ccccc1Cl	-7	0.3	2	-12	-0.1	0.0	-2	/
O=C(OCC(=O)N1CCCC1)c1cc([N+](=O)[O-])ccc1Cl	-6	1.6	-1	13	0.2	-0.1	-5	-13
Cc1nc(N2[C@@H](C#N)[C@H](c3ccccc3)[C@@H]2CO)sc1C	2	-0.3	-1	-1	-0.1	-0.2	7	-7
CCCNC(=O)N(C)C[C@H]1Oc2ncc(-c3ccccc3F)cc2C(=O)N([C@H](C)CO)C[C@@H]1C	-1	0.2	0	-5	0.5	0.3	-3	8
CNC[C@H]1Oc2cc(C#Cc3ccc(F)cc3)ccc2S(=O)(=O)N([C@@H](C)CO)C[C@H]1C	-16	3.6	0	41	-0.7	0.3	-7	12
C[C@H](CO)N1C[C@H](C)[C@@H](CN(C)S(C)(=O)=O)OCCCC[C@H](C)Oc2ccc(NC(=O)NC3CCCCC3)cc2C1=O	5	-1.4	2	10	0.3	0.2	-3	-4
COc1ccc2c3c([nH]c2c1)[C@@H](CO)N(Cc1nccs1)CC31CCN(C(=O)C2CCCCC2)CC1	8	0.5	1	-34	0.2	0.1	-15	/
CC(C)NC(=O)N(C)C[C@H]1Oc2c(NS(=O)(=O)c3cccs3)cccc2C(=O)N([C@@H](C)CO)C[C@H]1C	20	0.6	/	/	0.0	-0.2	/	/
Cc1cc(C(=O)NC2CCCc3c2cnn3-c2ccccc2F)nc(C)n1 (centres undefined)	-5	-1.2	-2	2	0.0	/	2	-7
O=C(c1cccc(F)c1)N1CCN(C(=O)c2cc3nc(-c4ccco4)cc(C(F)(F)F)n3n2)CC1	33	-2.1	3	-11	0.1	/	-1	7
CCOC(=O)COc1ccc2c(c1)c(C(C)=O)c(C)n2-c1ccc(OC)cc1	3	1.4	3	10	0.0	-0.1	-3	7

Compounds were not picked by outcome (roughly 3.7% active in at least one column).
